Screening data as filed in PubChem BioAssay.
POLH inh – blocks human DNA polymerase eta activity; Q9Y253; recombinant Pol eta, fluorescent DNA replication assay; 390,000 compounds, 1.2% hits; AID 588591; Potency, µM (highest dose often 114 µM), inactives show top-dose activity change, negative = inhibition, actives largely listed as inhibitors; note: % is set by controls: 0 for no effect and ±100 for the full control effect
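Fluorescent replication assay: 50 nM final substrate added after a 15 min room-temperature compound preincubation with 10 nM enzyme. Signal taken at 0 min and again at 10 min.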
Pol iota inh – inhibitors of human DNA polymerase iota; Pol iota fluorescent replication assay, 10 min; 390,000 compounds, 1% hits; Q9UNA4; Potency, µM (highest dose often 115 µM), inactives show at the highest dose activity, negative = inhibition, actives largely listed as inhibitors
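Fluorescent replication assay read twice, at 0 min and 10 min after adding 50 nM (final) substrate. Enzyme (10 nM) and compounds were first incubated 15 min at room temperature; enzyme-free buffer wells were negative controls.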
G9a block – inhibitors of human histone lysine methyltransferase G9a | AID 504332 | 350,000 compounds, 8.8% hits | G9a H3K9 monomethylation, AlphaScreen, 2 h | Q96KQ7 | Potency, µM (series often up to 102 µM), for inactives: at the top dose activity, negative = inhibition, actives largely listed as inhibitors; note: % is set by controls: 0 for no effect and ±100 for the full control effect; nearly all actives have a fitted effect of over 75% in size
Target sequence (Q96KQ7 913-1193 limits assumed): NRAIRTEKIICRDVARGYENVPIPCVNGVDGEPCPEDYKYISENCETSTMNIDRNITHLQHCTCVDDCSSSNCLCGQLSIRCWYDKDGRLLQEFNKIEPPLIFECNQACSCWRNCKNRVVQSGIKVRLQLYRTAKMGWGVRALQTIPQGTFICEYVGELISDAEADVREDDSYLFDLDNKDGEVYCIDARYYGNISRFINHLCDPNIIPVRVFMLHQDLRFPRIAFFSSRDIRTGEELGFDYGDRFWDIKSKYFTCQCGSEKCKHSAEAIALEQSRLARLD
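Enzyme 20 nM + cpd, 15 min RT; add b-H3K9 pep 500 nM / SAM 20 uM; 2 h RT; anti-H3K9me1 Ab 0.5 ug/mL + SA donor / anti-rabbit acceptor beads 20 ug/mL each, 10 min; AlphaScreen read.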
JMJD2A Tudor inh – blocks the human JMJD2A Tudor domain | Potency, µM (top dose mostly 114 µM), for the others: at the highest dose activity change, negative = inhibition, usual class: inhibitors | AlphaScreen JMJD2A-Tudor / H3K4me3 peptide binding | 390,000 compounds, 4.4% hits; note: % is set by controls: 0 for no effect and ±100 for the full control effect; nearly all actives have a fitted effect of over 50% in size
POLB inh – inhibitors of human DNA polymerase beta; 340,000 compounds, 1.3% hits; Pol beta primer extension/strand displacement, fluorescence kinetic; Potency, µM (series often up to 114 µM), inactives show at the highest dose activity change, negative = inhibition, most hits filed as inhibitors; note: % is set by controls: 0 for no effect and ±100 for the full control effect
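Preincubation: enzyme (10 nM) with compound, 15 min, RT. Reaction: substrate added to 50 nM final. Reads: 0 and 10 min. Analysis: normalized, Hill fit.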
Pol kappa inh – inhibitors of human DNA polymerase kappa; 400,000 compounds, 0.53% hits; Q9UBT6; Potency, µM (highest dose often 107 µM), for inactives: top-dose activity, negative = inhibition, most hits filed as inhibitors; purified Pol kappa, fluorescent DNA synthesis assay, 10 min; note: % is set by controls: 0 for no effect and ±100 for the full control effect
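50 nM final substrate added after 15 min RT preincubation of 10 nM Pol kappa with compound; fluorescence read at 0 and 10 min.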
BAZ2B inh – inhibitors of human BAZ2B bromodomain; AlphaScreen BAZ2B-H3K14Ac peptide displacement; Potency, µM (highest dose often 114 µM), without a hit: top-dose activity change, negative = inhibition, actives largely listed as inhibitors; 360,000 compounds, 4.4% hits; AID 504333; note: % is set by controls: 0 for no effect and ±100 for the full control effect; nearly all actives have a fitted effect of over 60% in size
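Compounds, titrated to a top concentration of 110 uM, were incubated 30 min at room temperature with preformed BAZ2B/acetyl-K14 H3 peptide complex (50 nM each). Proximity signal was measured by AlphaScreen after 20 min with beads.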
APEX1 inh – inhibitors of human APE1 endonuclease; recombinant APE1, TAMRA/BHQ-2 abasic DNA cleavage fluorescence; 350,000 compounds, 0.35% hits; AID 2517; Potency, µM (top dose mostly 65.8 µM), without a hit: at the top dose activity change, negative = inhibition, actives largely listed as inhibitors;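 note: plate controls were vehicle for no effect and reference inhibitor for full effect; nearly all actives have a fitted effect of over 55% in size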
Target sequence (P27695 whole entry, looked up): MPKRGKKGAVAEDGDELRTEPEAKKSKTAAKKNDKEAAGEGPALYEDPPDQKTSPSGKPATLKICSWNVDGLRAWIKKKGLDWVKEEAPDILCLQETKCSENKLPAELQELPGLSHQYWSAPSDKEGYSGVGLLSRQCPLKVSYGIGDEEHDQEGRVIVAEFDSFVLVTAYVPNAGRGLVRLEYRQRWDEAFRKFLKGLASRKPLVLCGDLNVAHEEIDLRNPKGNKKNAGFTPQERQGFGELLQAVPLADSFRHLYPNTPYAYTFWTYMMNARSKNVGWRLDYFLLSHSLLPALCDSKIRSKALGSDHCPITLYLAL
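Readout is kinetic fluorescence (ex 525, em 598 nm) from cleavage of 50 nM TAMRA/BHQ-2 THF abasic duplex by 0.75 nM APE1, compound added 15 min beforehand at RT.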
BLM helicase inh – blocks DNA unwinding by human BLM helicase. AID 2528. Potency, µM (series often up to 56.1 µM), without a hit: at the top dose activity change, negative = inhibition, actives largely listed as inhibitors. 350,000 compounds, 0.2% hits. P54132. recombinant BLM DNA unwinding, fluorescence dequenching;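 note: plate controls were vehicle for no effect and no enzyme for full effect; nearly all actives have a fitted effect of over 35% in size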
* hit, by the source's call; ? = inconclusive; nt = not tested or not shown; [ ] = dose if it differs, or a comment. Calls come from the whole dose curve; as a rule, active = well fitted curve in the direction sought with a large enough effect; inconclusive = small, poorly fitted or top-dose-only effect, or another doubt; inactive = no such curve, though single readings can be large; an effect the other way counts as inactive or inconclusive. Potency is the fitted concentration of half-maximal effect. These rows are one share of the data; rates above refer to the full screens.

| compound | POLH inh | Pol iota inh | G9a block | JMJD2A Tudor inh | POLB inh | Pol kappa inh | BAZ2B inh | APEX1 inh | BLM helicase inh |
| --- | --- | --- | --- | --- | --- | --- | --- | --- | --- |
| Cc1ccccc1OCCn1c(CCNC(=O)C(C)C)nc2ccccc21 | -22% | -2% | 2% | -11% | -1%[57.1 µM] | -13% | -2% | 14% | 3% |
| COC(=O)C(C)Sc1nc(NCc2ccccc2)nc(N(C)C)n1 (configuration not stated) | -13% | -29% | -1% | 6% | 28% | -8% | -3% | 9% | -3% |
| O=C(NNC(=S)Nc1ccccc1)c1cccc(Br)c1 | -15% | -5% | 50µM* | -19% | 11% | -10% | 8% | -2% | -2% |
| Cc1ccc(C(C)C)c(OCC(=O)NCC2(N3CCOCC3)CCCCC2)c1 | -8% | 5% | -4%[59 µM] | -18% | -11% | -26% | 12% | nt | -8% |
| Cc1ccc(C2=Nc3ccccc3NC(C)(c3ccc(C)o3)C2)o1 (configuration not stated) | -19% | ? | ? | ? | -1% | -17% | ? | -1% | -9% |
| CCOc1ccc(CNC(=O)c2cc3c(=O)n(C)c4ccccc4c3s2)cc1 | -13% | 14% | 7%[59 µM] | -17% | -11% | -2% | nt | nt | -3% |
| CC(CC(=O)Nc1nccs1)c1ccccc1 (configuration not stated) | -13% | -21% | 6% | -9% | 2% | 1% | -1% | 32% | -2% |
| COC(=O)c1c(NC(=O)COC(=O)CNC(=O)C2CCCCC2)sc(C)c1C | -14% | -16% | 22%[59 µM] | 0% | -23% | -9% | 6% | -4% | 0% |
| Cc1ccc(N2CC(=O)N(NC(=O)c3sc4nc(C)cc(C)c4c3N)CC2=O)cc1 | -19% | 62%[activator] | ? | ? | 2% | 7% | 2% | 2% | -2% |
| C(=C\c1ccccc1)/C=N/Nc1nc(N2CCOCC2)nc(N2CCOCC2)n1 | ? | ? | 22%[59 µM] | -6% | 4% | 4% | 1% | 0% | -13% |
| Cc1ccc(C)c(CSc2nc(-c3ccco3)nc3c2c(=O)n(C)c(=O)n3C)c1 | nt | nt | -46% | nt | 0% | nt | 6% | -2% | -4% |
| COc1ccc(OC)c(-c2nc3c(C#N)c[nH]n3c2NC2CCCCC2)c1 | -20% | 30%[activator] | 2%[59 µM] | -16% | 6% | -14% | 12% | nt | -6% |
| Cn1c(N/N=C\c2cccc(O)c2)cc(=O)n(C)c1=O | -19% | 0% | -10% | -9% | 32% | 2% | 7% | -2% | -4% |
| Cc1ccc2nc(N(CCCN(C)C)C(=O)c3ccc(S(=O)(=O)N4CCCCCC4)cc3)sc2c1 | -20% | 10% | -28% | ? | 18% | 0% | ? | 1% | -5% |
| CC1=CC(C)(C)NC(=S)N1C(C)c1ccccc1 (configuration not stated) | 1% | 37%[activator] | 23%[2.33 µM] | -31% | 24% | 17% | ? | -8% | -10% |
| O=C(Nc1nnc(CCS(=O)(=O)c2ccc3ccccc3c2)s1)c1cccs1 | -10% | 1% | ? | -1% | 2% | -2% | -1% | 4% | -1% |
| O=C(Nc1ccc(C(=O)O)cc1)Nc1ccc([N+](=O)[O-])cc1 | -30% | 150%[activator] | 11% | -4% | 12% | -8% | 5% | 0% | -7% |
| CS(=O)(=O)N(CC(=O)Nc1ccc(F)cc1F)c1cccc([N+](=O)[O-])c1 | -6% | 10% | 2%[59 µM] | -16% | -3% | -2% | -3% | -1% | -1% |
| O=C1C=C(N2CCCCCC2)C2(CCCCC2)O1 | -13% | 77%[activator] | 14% | -13% | -9% | -8% | -23% | -3% | -7% |
| Cc1ccc(S(=O)(=O)NCC2CCC(C(=O)N3CCN(C)CC3)CC2)cc1 (configuration not stated) | -11% | -25% | nt | -32% | 5% | -28% | -2% | 5% | 3% |
| O=c1[nH]cnc2c1ncn2-c1ccc(Cl)cc1 | 0% | -7% | nt | -13% | nt | -8% | nt | nt | nt |
| CC(C)N(Cc1nc(-c2ccccc2)no1)C(=O)c1ccc2c(c1)OCO2 | -8% | 9% | -14%[12.7 µM] | -7% | 8% | -8% | 7% | 0% | -13% |
| CCOCCCn1c(SCC(=O)Nc2oc(C)c3c(C)n[nH]c(=O)c23)nc2ccccc2c1=O | -18% | 50%[activator] | nt | -15% | nt | -6% | nt | nt | nt |
| Cc1n[nH]c(=S)n1/N=C/c1ccccc1OCc1ccc(Cl)cc1 | -1% | 14% | ? | 50µM* | 9% | -1% | 8% | -4% | -2% |
| Cc1cccc(NC(=O)c2onc3c2CCCC3)c1C | -11% | ? | 15%[12.7 µM] | 20% | 22% | 1% | 6% | 2% | -3% |
| CCCCc1cc(=O)oc2c(C)c(OCC(=O)N3CCC(C(N)=O)CC3)ccc12 | -7% | 0% | 10%[12.7 µM] | -9% | 18% | -1% | 3% | 41% | 0% |
| CC(C)N1C(=O)N(c2ccccc2)C(C)(O)CC1(C)C (configuration not stated) | 1% | -2% | 13%[59 µM] | -15% | 16% | -4% | -2% | 3% | 7% |
| O=C(c1coc(=O)c(Br)c1)N1CCCc2ccccc21 | 11µM* | 16µM* | 18µM* | 40µM* | 25µM* | 32µM* | 22µM* | ? | ? |
| O=C(Nc1ccc(OC(F)(F)F)cc1)C1CCCCN1S(=O)(=O)c1ccccc1 (configuration not stated) | -23% | 2% | 19% | -3% | nt | -30% | 1% | -17% | nt |
| CC1(C(=O)O)CCC(C(=O)N2CCOCC2)C1(C)C (configuration not stated) | -10% | 19% | -3%[59 µM] | -12% | 1% | -2% | -30% | 4% | 0% |
| Cc1nc(NC(=O)CSc2nnc(N)s2)c(Cl)cc1Cl | -6% | 17% | ? | -2% | 1% | 1% | -15% | -3% | -2% |
| COC(=O)c1ccc(OCC(=O)N2CCCc3ccccc32)cc1 | -4% | 19% | 34% | -7% | 4% | -4% | 3% | 17% | -3% |
| Cc1cc(=O)n2nc(N3CCC(C(=O)Nc4ccc(Br)c(C)c4)CC3)sc2n1 | -24% | 25% | 21%[59 µM] | -4% | -8% | -8% | 1% | nt | -4% |
| Cc1cc(C)n2nc(C(=O)OCC(=O)N(C)C3CCCCC3)nc2n1 | 4% | 96%[activator] | 4%[0.501 µM] | -17% | nt | -10% | -2% | 8% | nt |
| O=C1Cc2cc(S(=O)(=O)NCc3ccccc3Cl)cc3c2N1CCC3 | -9% | 2% | -42% | -5% | 1% | -8% | -21% | 25% | -1% |
| Cc1ccc(C)c2c1cc(C)c1nnc(SCC(=O)Nc3nc4c(s3)CCCC4)n12 | -19% | 9% | -5%[59 µM] | -11%[57.1 µM] | 21% | -18% | -28% | -7% | 2% |
| CNC(=O)CN(c1ccc(F)cc1)S(=O)(=O)c1cc(C)ccc1OC | -1% | 4% | 10%[12.7 µM] | -19% | 7% | -22% | 0% | -1% | -2% |
| COc1cc(/C=C2\C(=N)N3N=C(S(C)(=O)=O)SC3=NC2=O)cc(OC)c1OCCOc1ccccc1C | 25µM* | ? | ? | 79µM* | ? | -9% | 56µM* | 1% | -18% |
| CCN(CC(=O)Nc1cccc(OC)c1)c1ncnc2sc(C)c(C)c12 | -18% | 31%[activator] | 3%[59 µM] | -21% | -3% | -17% | -5% | 5% | 4% |
| CC(C)C[C@@H](CNCC(=O)[C@H](C)NC(=O)c1[nH]cnc1C(=O)N[C@@H](C)CN)NC(=O)c1nc[nH]c1C(=O)N[C@@H](C)C(=O)O | -9% | ? | nt | 50µM* | nt | 11% | nt | nt | nt |
| Cc1cc(NC(=O)c2cccc(S(=O)(=O)N3CCOCC3)c2)no1 | -15% | 3% | 7% | 4% | 38% | -3% | 4% | 2% | 3% |
| CCN(c1ccccc1)S(=O)(=O)c1cnc[nH]1 | 1% | 1% | 0%[12.7 µM] | -10% | 37% | -24% | 12% | 3% | -2% |
| Cn1c(N)c(C(=O)COC(=O)/C=C/c2ccc(Cl)c(Cl)c2)c(=O)n(C)c1=O | -20% | 46%[activator] | nt | -19% | nt | -9% | nt | -10% | nt |

Already shown: an excerpt of the list.
| compound | POLH inh | Pol iota inh | G9a block | JMJD2A Tudor inh | POLB inh | Pol kappa inh | BAZ2B inh | APEX1 inh | BLM helicase inh |
| --- | --- | --- | --- | --- | --- | --- | --- | --- | --- |
| COc1cc(/C=C2\C(=N)N3N=C(S(C)(=O)=O)SC3=NC2=O)cc(OC)c1OCCOc1ccccc1C | 25µM* | ? | ? | 79µM* | ? | -9% | 56µM* | 1% | -18% |
| CCN(CC(=O)Nc1cccc(OC)c1)c1ncnc2sc(C)c(C)c12 | -18% | 31%[activator] | 3%[59 µM] | -21% | -3% | -17% | -5% | 5% | 4% |
| CC(C)C[C@@H](CNCC(=O)[C@H](C)NC(=O)c1[nH]cnc1C(=O)N[C@@H](C)CN)NC(=O)c1nc[nH]c1C(=O)N[C@@H](C)C(=O)O | -9% | ? | nt | 50µM* | nt | 11% | nt | nt | nt |
| Cc1cc(NC(=O)c2cccc(S(=O)(=O)N3CCOCC3)c2)no1 | -15% | 3% | 7% | 4% | 38% | -3% | 4% | 2% | 3% |
| CCN(c1ccccc1)S(=O)(=O)c1cnc[nH]1 | 1% | 1% | 0%[12.7 µM] | -10% | 37% | -24% | 12% | 3% | -2% |
| Cn1c(N)c(C(=O)COC(=O)/C=C/c2ccc(Cl)c(Cl)c2)c(=O)n(C)c1=O | -20% | 46%[activator] | nt | -19% | nt | -9% | nt | -10% | nt |
